Assay outcomes: PubChem BioAssay, several laboratories
Insulin prom up: MIN6 insulin promoter up-regulation; MIN6 insulin promoter-GFP reporter, high-content imaging; stronger effect = higher value; z-score at 5 µM; 190,000 compounds, 0.3% hits; AID 1625;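 active = z-score above 3 at 5 µM with at least 500 cells counted in the well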
HEK293 NOD2/NF-kB: inhibition of NOD2-driven NF-kB reporter – cell-based, luminescence, uHTS, HEK293 (AID 1566). HEK293 NOD2/NF-kB luciferase reporter, luminescence; higher % means a stronger effect. inhibition, % at 4 µM, or EC50 in µM where a hit was titrated. 290,000 compounds, 0.63% hits; in the data active = inhibition above about 50%; note: many of its hits are not listed in these tables
b-catenin transl: modulators of beta-catenin nuclear translocation. HeLa beta-catenin nuclear translocation, immunofluorescence imaging. nuclear translocation activity, % at 5 µM. 190,000 compounds, 0.3% hits. AID 1665;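 active = nuclear translocation activity above 50% at 5 µM, with a well cell count of 50 or more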;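 note: per-cell ratio of nuclear to cytoplasmic median beta-catenin stain intensity; plate controls were DMSO negative control for no effect and GSK-3 inhibitor IX positive control for full effect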
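Read-out: Nuclear/cytoplasmic beta-catenin signal ratio, % activation | Assay system: Human HeLa cell line | Times: 24 h compound exposure at 37°C, 5% CO2 | Signal: Fluorescence imaging of beta-catenin antibody stain plus DAPI | Dosing: 5 µM primary, 0.02–20 µM confirmation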
MT stabilizer: stabilizes microtubules in HeLa cells; HeLa tubulin immunostaining HCS, 24 h; share of cells brighter than vehicle mean+2SD; % tubulin-high responders, % at 10 µM; 200,000 compounds, 0.83% hits; AID 2205;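 active = plate Z-score above 3 for both tubulin-high and condensed-nucleus cell shares, with cell loss under 80%, at 10 µM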;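 note: anti alpha tubulin signal scored within the nucleus-defined area of each cell; some results filed as inactive read as strong as hits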
Yfh1-off respiration: mitochondrial function rescue without frataxin homolog – Friedreich's ataxia, plus single-dose screen, dose response (AID 1465); 220,000 compounds, 0.074% hits; S. cerevisiae Yfh1-off respiration, WST-1 reduction, 72 h; higher fold induction means a stronger effect; fold induction at 50 µM; hits with a dose series show EC50 in µM;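 active = fold induction of absorbance versus untreated yeast above a set limit, then at least 30% activation at any dose in follow-up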;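 note: activators that raise dye reduction in frataxin-depleted yeast; strong numbers were not always called active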
P. falciparum M17LAP: P. falciparum M17LAP inhibitors, primary screen, biochemical, fluorogenic H-Leu-NHMec substrate, 1536-well (AID 1619); 220,000 compounds, 0.38% hits; inhibition, % at 30 µM, or IC50 in µM where a hit was titrated; recombinant M17LAP, H-Leu-NHMec fluorogenic kinetic assay; higher % means a stronger effect;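 active = compound inhibiting the enzyme by more than half at any dose during confirmatory dose-response retesting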;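 note: plate controls were full reaction with DMSO carrier for no effect and no enzyme background for full effect; strong numbers were not always called active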
Autophagy HCS: autophagy modulation, high-content screen | MEF GFP-LC3 puncta imaging; test concentration mostly 10 µM | 190,000 compounds, 0.98% hits | calls only at 10 µM (by protocol);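 active = percentage of spot-positive cells more than 3 SD above its plate mean, without a fluorescence outlier flag or 80% toxicity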;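 note: spot-positive cell cutoff set from DMSO-treated cells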
Dynein cargo inh: dynein cargo transport inhibition; AID 1381; 220,000 compounds, 0.47% hits; 3617.4 mouse cells, GR-EGFP nuclear translocation imaging; test concentration mostly 20 µM; stimulated with dexamethasone, 1 µM; stronger effect = lower value; z-score, hits read low;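 active = plate z-score of nuclear minus cytoplasmic receptor signal below a set negative limit, without overly bright fluorescence or cell loss, cut at about -3.5 in these data, passing the limit was not always enough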;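 note: z-score of nuclear minus cytoplasmic ring GR-EGFP intensity difference per well; some compounds called inactive have numbers as strong as hits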
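Buffer or medium: tet-free, stripped-serum medium; reagent: dexamethasone at 1.0 µM final, 30 min; incubation: 48 h induction, 1 h compound, 30 min dex at 37 °C; measured by: formaldehyde fixation, Hoechst nuclear stain, 10x automated fluorescence imaging; read-out: nuclear-to-cytoplasmic GR-EGFP distribution per well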
NOD1 NF-kB reporter: inhibition of NOD1-driven NF-kB reporter – cell-based, luminescence, uHTS, primary screen (AID 1578) | NOD1-driven NF-kB luciferase reporter cells, luminescence; higher % means a stronger effect | inhibition, % at 4 µM, or EC50 in µM where a hit was titrated | 290,000 compounds, 1% hits; in the data active = inhibition mostly above about 36%, no sharp cut-off; inactive = mostly below about 34%;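 note: HEK-293T reporter cells stimulated with the NOD1 agonist gamma-tri-DAP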
Dynein cargo inh cytoplasmic EGFP: also measured in Dynein cargo inh; calls as there; z-score; measured here: cytoplasmic GR-EGFP intensity; stronger effect = higher value
Dynein cargo inh nuclear GR-EGFP: also measured in Dynein cargo inh; calls as there; z-score; measured here: nuclear GR-EGFP intensity;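 lower value marks the stronger effect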
Dynein cargo inh cell count: further read-out of Dynein cargo inh, marked with its call; z-score; measured here: cell count per field
Insulin prom up cell count: further read-out of Insulin prom up, marked with its call; cell count; measured here: cytotoxicity, nuclei count;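 total cells summed across four imaged fields per well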
b-catenin transl cell count 5 µM: further read-out of b-catenin transl, marked with its call; cell count; measured here: cell count, cytotoxicity flag
MT stabilizer Hoechst-high %: second read-out of MT stabilizer, no call of its own (marks repeat the call); % Hoechst-high responders; measured here: nuclear condensation Hoechst responders;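 share of cells brighter than vehicle mean plus two SD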
MT stabilizer cytotoxicity %: also measured in MT stabilizer; calls as there; toxicity, %; measured here: cytotoxicity by cell density;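 0% = mean cell density of plate MIN control wells and 100% = no cells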
Autophagy HCS cell loss 18 h: further read-out of Autophagy HCS, marked with its call; toxicity, %; measured here: cell loss, nuclei count;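 cell loss after 18 h compound exposure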
An asterisk follows results filed as active; i = inactive; / = not tested or not shown. This is a subset. The share of hits here may be higher or lower than overall.

Every second line gives: Insulin prom up, Insulin prom up cell count, HEK293 NOD2/NF-kB, b-catenin transl, b-catenin transl cell count 5 µM, MT stabilizer, MT stabilizer Hoechst-high %, MT stabilizer cytotoxicity %, Yfh1-off respiration, P. falciparum M17LAP, Autophagy HCS, Autophagy HCS cell loss 18 h, Dynein cargo inh, Dynein cargo inh cytoplasmic EGFP, Dynein cargo inh nuclear GR-EGFP, Dynein cargo inh cell count, NOD1 NF-kB reporter
> O=C(CN1C(=O)NC2NC(=O)NC21)N/N=C/c1ccccc1F (stereo not given)
 : -0.03, 1286, -7%, 5.0, 1122, 2.0, 2.5, 6.4, i, -5%, i, 5, -0.69, -0.16, -0.38, -0.15, -25%
> CCNC(=S)Nc1cccc([N+](=O)[O-])c1
 : -0.29, 1339, 26%, -1.0, 528, 2.3, 2.0, 3.3, i, 4%, i, 13, -0.095, -0.24, 0.62, 0.11, -10%
> O=C(CCSc1ccccc1)NCCSCc1ccco1
 : -0.11, 1594, -76%, 0.8, 1030, 6.3, 2.0, 3.7, i, 22%, i, 8, -0.87, -0.3, -0.43, 0.72, -34%
> COC(=O)c1nc[nH]c1C(=O)OC
 : -0.38, 1342, 16%, -4.6, 1270, /, /, /, i, -1%, /, /, 0.054, -0.28, -0.055, 0.16, 5%
> CC(Oc1ccc2ccccc2c1)C(=O)NNC(=S)NC(=O)c1ccco1 (stereo not given)
 : 0.47, 904, 8%, 3.2, 904, 3.8, 1.2, 6.0, i, 72%, i, 36, 1, 0.14, 1.1, -1.9, 17%
> O=C(CSC1CS(=O)(=O)c2cc([N+](=O)[O-])ccc21)NNC(=O)c1ccc(Cl)cc1 (stereo not given)
 : 0.39, 1034, 18%, -0.8, 1332, /, /, /, i, 0%, /, /, -0.43, -0.24, 0.22, -0.48, -2%
> CCOC(=O)N1CCN(S(=O)(=O)c2ccc(OCC(=O)OC)c(Cl)c2)CC1
 : 0.08, 1445, -8%, -2.3, 1224, 2.6, 2.6, 10, i, 3%, i, -2, 1.1, -0.23, -0.56, -0.71, -10%
> NC(=O)c1ncc(C(F)(F)F)cc1Oc1cccc(F)c1
 : -0.72, 1035, 10%, /, /, 1.4, 1.5, 11, i, -13%, i, -2, 0.087, -0.25, -0.12, 0.33, 3%
> CC(C)Cc1nnc(NC(=O)CCC(=O)NC2CCCc3ccccc32)s1 (stereo not given)
 : /, /, -8%, 4.5, 950, 2.0, 3.3, 5.3, i, -13%, i, -4, -0.77, 0.012, -0.5, -0.58, -25%
> CC/C(=N\NC(=O)CSCc1ccccc1Cl)c1ccc2c(c1)OCCO2
 : -0.07, 1211, 13%, 0.4, 968, 4.1, 1.8, 0.4, i, 1%, i, 10, 0.77, -0.13, 0.18, -0.58, -12%
> O=C(NCCc1ccc(Cl)cc1)C1CCC(CNc2nc(=S)[nH]c3ccccc23)CC1 (stereo not given)
 : 0.02, 1180, 6%, -0.9, 1025, 2.0, 2.2, 8.3, i, -19%, i, -4, -1.5, -0.33, -0.72, 6.6, -44%
> O=c1[nH]c(=S)[nH]cc1Oc1ccc(Cl)cc1Cl
 : -0.61, 908, 21%, -0.8, 1379, /, /, /, i, 19%, /, /, -0.65, 0.57, 0.4, -0.38, -8%
> CCC(C)NC(=O)CN(c1cc(Cl)ccc1OC)S(C)(=O)=O (stereo not given)
 : 0.22, 1150, 2%, -0.1, 913, 1.9, 2.2, 2.9, i, 5%, i, 7, -0.83, -0.12, -0.23, 0.75, 6%
> CCC(Sc1nc2cc3c(cc2c(=O)n1Cc1ccco1)OCO3)C(=O)NCCOC (stereo not given)
 : 0.29, 1532, 5%, -2.9, 1434, 3.6, 2.2, 1.4, i, 0%, i, -6, 0.56, -0.22, -0.75, -0.7, -32%
> CC(C)C(OC(=O)CCC(=O)Nc1nccs1)C(=O)NC1CCCCC1 (stereo not given)
 : -0.38, 1688, 4%, 0.1, 1620, 3.5, 1.7, 1.5, i, 4%, i, 1, 0.85, -0.32, 0.6, -0.084, -10%
> CCc1ccc2oc(C(=O)NCc3ccncc3)c(C)c2c1
 : /, /, 1%, -2.4, 1095, 3.3, 1.8, 7.2, i, -1%, i, 0, 0.0057, -0.25, -0.18, 1.3, 31%
> COCc1cc(=O)n2[nH]c(N)nc2n1
 : -0.81, 1038, 15%, 0.9, 1284, /, /, /, i, 11%, /, /, -0.12, -0.78, 0.12, -0.36, -5%
> CCOC(=O)c1c(NC(=O)C2C3C=CC(C3)C2C(=O)O)sc2c1CCCC2 (stereo not given)
 : /, /, 24%, 0.8, 1564, 3.2, 2.8, 13, i, 42%, i, -8, -0.42, -0.19, -0.42, 0.51, 2%
> COc1ccc(N2CCN(C(=O)CNS(=O)(=O)c3ccc(C)cc3)CC2)cc1
 : /, /, 9%, -1.2, 625, 2.4, 2.2, 7.1, i, -6%, i, -2, 1.3, -0.33, 0.19, -0.45, -17%
> O=c1cc(-c2ccccc2)[nH]c2cc(F)ccc12
 : 1.2, 804, 4%, /, /, 15, 49, 37, i, 6%, i, -8, -0.52, -0.28, 0.12, 0.14, -16%

Further compounds follow.
Every second line gives: Insulin prom up, Insulin prom up cell count, HEK293 NOD2/NF-kB, b-catenin transl, b-catenin transl cell count 5 µM, MT stabilizer, MT stabilizer Hoechst-high %, MT stabilizer cytotoxicity %, Yfh1-off respiration, P. falciparum M17LAP, Autophagy HCS, Autophagy HCS cell loss 18 h, Dynein cargo inh, Dynein cargo inh cytoplasmic EGFP, Dynein cargo inh nuclear GR-EGFP, Dynein cargo inh cell count, NOD1 NF-kB reporter
> CCNC(=S)NNC(=O)c1ccc(=O)n(Cc2ccccc2)c1
 : 1.7, 1210, -1%, -1.2, 1075, 3.2, 2.4, 7.9, i, -7%, i, 10, -0.062, -0.22, 0.24, -1.1, 8%
> NC(=O)C1(N2CCCCC2)CCN(C(=O)c2cccs2)CC1
 : -0.18, 1089, 4%, -1.1, 1153, 3.2, 4.7, 5.0, i, 7%, i, 9, 0.86, -0.11, 0.73, -0.37, -20%
> O=c1c2c(C(F)(F)F)cc(C(F)(F)F)nc2[nH]n1-c1ccccc1
 : -0.12, 988, 4%, -0.9, 1069, 1.9, 1.7, 4.8, i, 4%, i, 6, 0.64, -0.24, 0.29, -0.96, 16%
> C=CCOc1cccc(/C=N/NC(=O)C(=O)NCc2ccco2)c1
 : 0.36, 1641, 0%, -0.2, 1386, 1.8, 1.5, 11, /, -2%, i, 19, -0.23, -0.23, 0.33, 0.51, 25%
> Cc1csc(NC(=O)CNC(=O)OCc2ccccc2)n1
 : 0.57, 1403, -23%, -4.9, 895, 1.6, 1.6, 6.9, i, 8%, i, 1, -0.13, -0.21, -0.24, 0.22, 25%
> CCOC(=O)c1cc(-c2ccc(N3CCOCC3)cc2)nn1-c1ccc(F)cc1F
 : -0.39, 1343, 1%, -2.6, 553, 2.0, 1.3, 1.3, i, 19%, i, 19, 1, -0.22, 1.7, -0.91, -25%
> CCOC(=O)c1cc[nH]c1CC(=O)NC
 : 0.1, 1363, 7%, 1.4, 956, /, /, /, i, -6%, /, /, -0.26, -0.26, -0.16, 0.38, 2%
> CCOC(=O)c1ccc(NC(=O)CSc2nc3cccnc3n2C)cc1
 : /, /, 13%, -0.8, 596, 1.4, 2.0, 7.7, /, 4%, i, 1, 0.25, -0.22, 0.3, 0.32, 6%
> Cc1cccc(CCNC(=O)C2CCN(S(=O)(=O)c3ccccc3)CC2)c1
 : -0.2, 1508, 5%, -1.1, 1063, 2.1, 1.8, 7.6, i, 5%, i, 2, 2, 0.097, 1.1, -1.9, -41%
> OCCOCCNc1ncnc2sc(-c3ccccc3)cc12
 : -0.16, 892, -6%, /, /, 3.0, 1.4, 10, i, 7%, i, 7, -0.48, -0.26, -0.4, 0.38, 20%
> O=C(NCc1ccco1)c1cnn2c(C(F)F)cc(-c3ccccc3)nc12
 : /, /, 2%, /, /, 1.8, 0.7, 48, i, 8%, i, 0, 0.55, -0.16, 0.87, -0.96, -40%
> COc1cccc(NC(=O)Nc2cc(Cl)ccc2C)c1
 : -0.38, 1558, -15%, 5.2, 883, 2.8, 1.8, 9.7, i, 8%, i, 17, 1.6, -0.24, 1.2, -0.52, -28%
> O=C1CC(N2CCC(c3nc4ccccc4s3)CC2)C(=O)N1 (stereo not given)
 : -0.02, 1195, -7%, -0.4, 1064, 2.7, 0.8, 60, i, -3%, i, 3, 1.1, -0.31, 0.93, -0.071, /
> S=C(c1ccc[nH]1)N1CCOCC1
 : 0.11, 1295, 4%, -1.2, 1167, 2.9, 2.0, 3.7, i, 25%, i, -2, 2.4, -0.046, 1.2, -2.3, -9%
> CCOC(=O)CN1C(c2ccccc2O)Nc2ccc(Br)cc2C1c1ccccc1 (stereo not given)
 : 0.01, 1530, -27%, 2.3, 1073, 3.8, 2.4, 10, i, 3%, i, -7, 0.28, -0.25, 0.26, 0.74, 20%
